# Source: PubChem
# MITF primary – blocks human microphthalmia-associated transcription factor; AlphaScreen MITF homodimerization, bead proximity signal; inhibition, % at 2.6 µM; AID 1259374; O75030; 650,000 tested, 0.91% active; in the data active = inhibition above about 50%;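 also: 0% = vehicle wells with protein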
# TEAD-YAP block – TEAD-YAP interaction inhibition | AID 1259422 | inhibition, % at 9.12 µM | HEK-TIYL cells, TEAD-Gal4/YAP UAS-luciferase luminescence | 640,000 tested, 1.4% active; in the data active = inhibition above about 32%;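 also: 0% = median of test compound wells and 100% = reference inhibitor wells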
# FBW7 activator – activators of human E3 ligase FBW7; Q969H0; 650,000 tested, 0.13% active; AlphaScreen FBW7–phospho-cyclin E peptide binding, activator screen; AID 1259310; normalized activity (activation), % at 26.1 µM; in the data active = normalized activity above about 1.9%;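 also: purified mutant Fbw7 with reduced substrate affinity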
# Target sequence (Q969H0 whole entry, looked up): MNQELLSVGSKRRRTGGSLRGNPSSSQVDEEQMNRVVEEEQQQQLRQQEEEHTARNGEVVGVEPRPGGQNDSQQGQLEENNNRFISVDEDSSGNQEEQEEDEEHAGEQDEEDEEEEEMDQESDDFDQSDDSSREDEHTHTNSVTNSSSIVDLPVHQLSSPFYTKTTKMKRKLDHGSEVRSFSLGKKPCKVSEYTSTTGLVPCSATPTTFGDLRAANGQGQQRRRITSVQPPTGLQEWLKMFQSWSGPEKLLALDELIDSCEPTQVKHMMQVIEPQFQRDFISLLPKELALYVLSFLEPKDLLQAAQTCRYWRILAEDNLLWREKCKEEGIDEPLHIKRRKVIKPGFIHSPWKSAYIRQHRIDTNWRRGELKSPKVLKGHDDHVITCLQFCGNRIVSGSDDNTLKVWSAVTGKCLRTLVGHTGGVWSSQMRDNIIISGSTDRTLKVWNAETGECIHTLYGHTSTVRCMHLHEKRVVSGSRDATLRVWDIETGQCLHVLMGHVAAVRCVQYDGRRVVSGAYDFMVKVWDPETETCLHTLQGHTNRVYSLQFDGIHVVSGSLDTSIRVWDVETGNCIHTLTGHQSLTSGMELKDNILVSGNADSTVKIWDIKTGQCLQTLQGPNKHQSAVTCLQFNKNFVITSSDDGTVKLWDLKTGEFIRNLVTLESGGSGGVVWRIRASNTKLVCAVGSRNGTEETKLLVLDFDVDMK
# GPR151 activ – activates the human receptor GPR151. PathHunter beta-arrestin GPR151 cells, luminescence. activation, % at 11.2 µM. 650,000 tested, 1% active. AID 1508602; in the data active = activation above about 4.9%;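 also: 0% = median of compound wells and 100% = cells with positive control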
# Target sequence (Q8TDV0 whole entry, looked up): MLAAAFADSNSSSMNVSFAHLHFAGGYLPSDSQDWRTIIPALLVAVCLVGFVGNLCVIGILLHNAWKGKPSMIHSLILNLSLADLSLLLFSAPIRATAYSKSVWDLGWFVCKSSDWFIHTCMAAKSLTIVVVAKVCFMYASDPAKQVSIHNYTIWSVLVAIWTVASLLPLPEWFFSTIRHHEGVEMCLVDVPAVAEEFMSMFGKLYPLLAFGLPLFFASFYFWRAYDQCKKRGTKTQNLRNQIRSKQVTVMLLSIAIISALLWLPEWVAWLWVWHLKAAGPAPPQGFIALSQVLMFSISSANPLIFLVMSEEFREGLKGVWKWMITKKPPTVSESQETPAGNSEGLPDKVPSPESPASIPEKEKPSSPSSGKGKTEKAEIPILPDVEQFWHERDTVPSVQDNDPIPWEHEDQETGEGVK
# * = called active by the depositor.
# Every second line gives: MITF primary	TEAD-YAP block	FBW7 activator	GPR151 activ
Cc1nn2c3ccccc3n(Cc3ccccc3)c2nc1=O
  0	2	0.5	-1.6
COc1ccc(Br)cc1/C=C/C(=O)NCC1(c2ccccc2)CCOCC1
  17	-2	0.3	0.8
CCOC(=O)CCN(Cc1ccccc1)S(=O)(=O)c1ccc(F)cc1
  6	-11	0.1	1.3
CCc1nnc(NC(=O)c2cc([N+](=O)[O-])ccc2Cl)s1
  14	3	0.1	-0.2
O=c1c2ccccc2nnn1CN1CCCCC1
  15	2	-0.1	1.3
COc1cc2[nH]c(=S)nc(NCc3ccc4c(c3)OCO4)c2cc1OC
  14	0	0.2	-0.1
C=CCn1c(SCCC#N)nnc1-c1ccc2[nH]c(C)c(C)c2c1
  -8	2	-0.1	0.2
O=C(NCc1cccnc1)c1ccc(-c2ccc3c(c2)OCO3)nc1NCc1cccnc1
  -13	3	0.2	-1.2
COC(=O)c1ccc(NC(=O)C2CC(=O)N(Cc3ccc(Cl)cc3)C(=Nc3ccccc3)S2)cc1 (stereo not given)
  -4	3	0.1	1.0
COc1cccc(NC(=O)C2C3C=CC4(O3)C2C(=O)N(CCN2CCCCC2C)C4C(=O)NC2CCCCC2)c1 (stereo not given)
  -24	-1	-0.2	0.4

# (listing goes on)
# Every second line gives: MITF primary	TEAD-YAP block	FBW7 activator	GPR151 activ
Cc1cccc(C)c1N=Cc1c(O)n(-c2nccs2)c(=O)c2ccccc12
  -6	16	-0.5	0.7
COC(=O)c1ccccc1NC(=O)CCCCCN1C(=O)c2cccc3cccc(c23)C1=O
  -7	-1	-0.1	-0.6
CCN(CC)c1nc(Nc2ccc(NC(C)=O)cc2)nc(Nc2ccc3ncccc3c2)n1
  7	7	-0.2	-1.4
CCOC(=O)CSC1=C(C#N)C(c2ccccc2C)C2=C(CCCC2=O)N1 (stereo not given)
  11	6	0.2	2.8
CC(=O)N1CCN(c2ccc(NC(=O)c3cccc(C)c3)cc2)CC1
  -3	-22	-0.1	0.2
COc1cccc(NC(=O)c2ccccc2N(C)C(=O)CCC(=O)Nc2nccs2)c1
  -3	3	-0.1	-0.1
CCCCc1ccc(C(=O)Nc2cccnc2)cc1
  -6	-45	0.0	-1.5
CCN(CC)CCOC(=O)c1ccc(N=Cc2c(O)n(CC)c(=S)[nH]c2=O)cc1
  4	0	0.1	0.6
Cc1onc(-c2ccccc2Cl)c1C(=O)N1CCC2(CC1)CC(=O)c1ccccc1O2
  6	-3	0.3	-1.4
C=CCN1C(=O)C2C(C(=O)Nc3ccc(Cl)cc3)C3C=CC2(O3)C1C(=O)NC1CCCC(C)C1C (stereo not given)
  13	-2	0.7	0.9

# Further entries
# Every second line gives: MITF primary	TEAD-YAP block	FBW7 activator	GPR151 activ
COC(=O)c1cc(NC(=O)c2cnccn2)cc(C(=O)OC)c1
  0	-1	0.1	1.1
CN(C(=O)Cn1c(=O)n(Cc2ccco2)c(=O)c2ccccc21)c1ccccc1
  -5	11	-0.1	-0.5
O=C1c2cccc3cccc(c23)C(=O)N1CCCCN1CCN(c2ccccc2Cl)CC1
  -1	-4	-0.5	0.9
Cc1sc2nc(C3CC3)n3c(=O)n(CC(=O)N4CCC(C)CC4)nc3c2c1C
  8	4	0.0	2.4
COc1cc2nc(N3CCN(c4nc(N)c5cc(OC)c(OC)cc5n4)CC3)nc(N)c2cc1OC
  -74	2	1.7	-1.4
Nc1ncnc2nc(SCCOc3ccc(Cl)cc3)[nH]c12
  7	-10	0.1	-0.9
CCC(=O)Nc1ccc(NC(=O)CSc2nc(CC)nc3sc(C)c(C)c23)cc1
  4	4	0.0	-0.7
CCC(=O)Nc1nc(C)c(-c2csc(NCc3ccccc3)n2)s1
  2	31	-0.1	-0.7
Cc1ccc2cccc(S(=O)(=O)N3CCN(c4cccc(Cl)c4)CC3)c2n1
  3	-4	-0.1	0.7
CC(C)CCN(CC(=O)NC(C)(C)C)C(=O)C(=O)Nc1ccc2c(c1)OCCO2
  4	8	0.0	1.6

# (list continues)
# Every second line gives: MITF primary	TEAD-YAP block	FBW7 activator	GPR151 activ
CCOC(=O)c1c(COC(=O)c2ccc(CO)cc2)nc2ccccc2c1C
  14	6	0.4	3.7
CCN(CC)c1ccc(/C=N/NC(=O)c2ccc(OC)cc2)c(O)c1
  -29	8	-0.2	-1.1
CCOC(=O)c1c(NC(=O)CN2C(=O)CSC(C)C2=O)sc2c1CCCC2 (stereo not given)
  -18	6	0.6	-0.7
COc1ccc(NC(=O)CSc2nc(N3CCc4ccccc4C3)nc3ccccc23)cc1OC
  4	-14	-0.1	1.9
C=CCOc1ccc(/C=N/NC(=O)C(=O)NCc2ccccc2)cc1
  7	5	0.7	1.3
CCC(COC)NC(=O)C1CC(Cc2cccc(OC)c2)=NO1 (stereo not given)
  3	8	-0.1	2.1
CCCCNC(=O)CSc1nc2n[nH]c(C)c2c(=N)n1-c1cccc(OC)c1
  3	-10	0.0	1.6
O=C1CC(NS(=O)(=O)c2ccc(F)cc2)CN1c1cccc(F)c1 (stereo not given)
  -3	1	0.0	1.2
CC(=O)N1C(=O)c2cccc3cccc(c23)C(=O)N1C(C)=O
  -5	8	0.0	0.5
NCCNCCOCCOc1ccccc1
  29	-11	0.0	2.1

# Later entries.
# Every second line gives: MITF primary	TEAD-YAP block	FBW7 activator	GPR151 activ
O=C(COc1ccccc1Br)Nn1c(SCc2cc(=O)n3cc(Cl)ccc3n2)nc2ccsc2c1=O
  4	-10	0.0	0.1
CC(C(=O)Nc1ccc(N(C)C)cc1)N1C(=O)c2ccccc2C1=O (stereo not given)
  15	0	0.1	3.5
Cc1c(C(=O)NC2CCCCC2)c(C)n2cn[nH]c(=O)c12
  4	3	-0.1	2.3
C/C(CC(=O)Nc1ccc2ccccc2c1)=N\NC(=O)C(=O)NCCO
  -9	-2	0.0	1.4
CCSC(=S)NNC(=O)c1ccncc1
  14	8	0.0	-0.6
O=C(Nc1ccccc1)N1CC=C(c2ccccc2)CC1
  -8	-66	0.1	-1.1
CCOC(=O)c1c(NC(=O)CN2C(=O)NC3(CCC(C)CC3)C2=O)sc2c1CCC2 (stereo not given)
  18	-4	-0.1	-0.3
COc1ccc(O)c(CNc2ccccc2F)c1
  -2	22	0.2	-0.9
CCN(CC)CCN1CCN(c2ccnc3c(-c4cccs4)cnn23)CC1
  -3	-34	0.5	3.5
COc1ccc(CCNc2nc(-c3csc4ccccc34)nc3nc[nH]c23)cc1
  7	-1	0.0	-1.3

# (next part)
# Every second line gives: MITF primary	TEAD-YAP block	FBW7 activator	GPR151 activ
CCCCOc1ccc(C2C=C(Nc3ccc(C)cc3)C(=O)N2c2ccc(C)cc2)cc1 (stereo not given)
  1	-6	-0.2	-0.5
COc1cc(/C=N/NC(=O)CSCc2ccccc2Br)ccc1O
  -3	21	-0.3	0.5
CCOc1cc(/C=C2\NC(=O)N(Cc3ccccc3)C2=O)ccc1OCC(N)=O
  -9	0	0.0	-2.5
COc1cccc(C(=O)Nc2nnc(S(=O)(=O)N3c4ccc(C)cc4CC3C)s2)c1 (stereo not given)
  0	2	-0.1	0.1
COc1ccc(-c2cc(C(F)(F)F)nc(S(C)(=O)=O)n2)cc1
  14	-18	0.2	-0.7
CCc1ccc(NC(=O)CSc2nc(N)c(NC(=O)c3cccs3)c(=O)[nH]2)cc1
  -1	10	0.1	-0.7
CC(=O)N(Cc1cccnc1)c1nc2c(C)c(C)ccc2s1
  -8	2	-0.2	-0.6
O=C(Nc1ccc2c(c1)OCO2)c1cccc(N2C(=O)CCC2=O)c1
  11	-5	1.4	-2.3
COc1cccc(CNC(=O)CCC2CCCN(Cc3cccn3-c3ncccn3)C2)c1 (stereo not given)
  14	12	0.0	0.1
CCc1ccc(-n2c(SCC(=O)Nc3nccs3)nnc2-c2ccccn2)cc1
  6	-1	-0.1	-0.7

# Further structures follow:
# Every second line gives: MITF primary	TEAD-YAP block	FBW7 activator	GPR151 activ
CCOC(=O)c1c(NC(=O)c2cnn3c(C(F)(F)F)cc(-c4ccc(Br)cc4)nc23)sc2c1CCC(C)C2 (stereo not given)
  9	12	0.0	-0.5
COc1cccc2c1OC1(C)C(C(=O)Nc3ccc(Cl)cc3)C2NC(=S)N1c1cccc(Br)c1 (stereo not given)
  19	-3	-0.1	0.2
NC(=O)c1ncccc1Nc1ccnc(Nc2ccc(N3CCOCC3)cc2)c1
  35	49*	-0.2	-0.3
CC1=C(C(=O)OCCOc2ccccc2)C(c2cccc(O)c2)NC(=O)N1 (stereo not given)
  -2	1	-0.1	1.6
CC1=NN(c2cccc(Cl)c2)C(=O)/C1=C\c1cn(-c2ccccc2)nc1-c1cccs1
  5	4	0.7	0.0
Oc1oc(-c2ccc(Br)cc2)nc1C=Nc1ccc(Br)cn1
  11	5	0.2	-0.6
CN(C)CCCNc1oc(-c2ccc(F)cc2)nc1C#N
  17	2	0.2	0.1
COc1cc2nc(CN3CCC(Sc4ccc(F)cc4)CC3)nc(N)c2cc1OC
  13	12	-0.2	-1.4
COc1ccccc1/C=C/C1N=C(c2ccccc2)NO1 (stereo not given)
  5	-60	-0.1	0.8
O=C1N=C(N2CCCC2)S/C1=C\c1ccccc1O
  -4	-2	0.1	2.6

# Next results.
# Every second line gives: MITF primary	TEAD-YAP block	FBW7 activator	GPR151 activ
C#CCN1C(=O)S/C(=C/c2cccc(OCC)c2O)C1=O
  -6	-70	0.4	-1.0
COC(=O)Cn1c(SCC(=O)Nc2ccc(C(C)C)cc2)nc2ccsc2c1=O
  10	22	0.7	0.8
Cc1cccc(NC(=O)c2cc3cc(Br)ccc3oc2=O)c1
  5	-4	0.0	-1.0
N#Cc1ccccc1CSc1nc2ccccc2c(=O)n1CC1CCC(C(=O)NCc2ccccc2Cl)CC1 (stereo not given)
  0	-1	-0.1	-0.1
O=[N+]([O-])c1ccc(N=Cc2nc(-c3ccc(Cl)cc3)oc2O)cc1
  -1	2	0.0	0.4
O=C(c1ccc2c(c1)OCCO2)C1CCN(CC(=O)N2CCOCC2)CC1
  16	-3	0.0	0.9
O=C(NCc1ccccn1)c1nn(C23CC4CC(CC(C4)C2)C3)cc1[N+](=O)[O-]
  -6	-4	-0.2	-0.1
COc1ccc(-n2nc3c(c2NC(=O)Nc2ccc(Cl)cc2)CSC3)cc1
  16	-6	0.3	-1.8
CN1CCc2nc(NC(=O)c3ccc(Cl)cc3Cl)sc2C1
  -10	-70	-0.1	-0.3
Cc1ccc(-n2nc3c(c2NC(=O)Cc2ccc(F)cc2)CS(=O)(=O)C3)c(C)c1
  5	5	0.7	0.7

# (cont.)
# Every second line gives: MITF primary	TEAD-YAP block	FBW7 activator	GPR151 activ
COc1cccc(NC(=O)Nc2cccnc2)c1
  11	-24	-0.1	-0.4
C#CCOc1ccc2c(c1)c(C(=O)OCC)c(C)n2-c1ccc(OCC)cc1
  -9	-6	0.1	-0.9
CCOC(=O)C1=C(CC)NC2=C(C(=O)CCC2)C1c1cccnc1 (stereo not given)
  10	-11	0.0	-1.3
COc1ccc(S(=O)(=O)N2CCC(c3nc4ccc(Cl)cc4[nH]3)CC2)cc1
  -3	24	-0.1	0.4
O=C(Nc1ccc2c(c1)N(S(=O)(=O)c1ccccc1)CCC2)c1ccc(Cl)cc1
  -2	0	-0.3	2.2
O=C(CN1CCC(c2nc(-c3ccncc3)n[nH]2)CC1)Nc1ccc2c(c1)OCCO2
  -8	10	-0.2	-0.5
CC(C)CCNS(=O)(=O)c1ccc2c(c1)CCN2C(=O)C1CCC1
  1	2	0.0	0.1
CCCCCCC(=O)Nc1nnc(-c2ccc(C(C)(C)C)cc2)s1
  -1	-17	0.1	-0.9
CC1CCCCC1NC(=O)CN1CCC(O)(c2ccccc2F)CC1 (stereo not given)
  16	0	-0.1	0.4
CCN(c1ccc(OC)cc1)S(=O)(=O)c1cc(Br)cnc1N
  8	-12	-0.1	-0.9

# Profiles, looked up by structure. Screens in order: MITF primary	TEAD-YAP block	FBW7 activator	GPR151 activ
# CCOC(=O)C1=C(CC)NC2=C(C(=O)CCC2)C1c1cccnc1 (stereo not given) is listed as 10	-11	0.0	-1.3
# COc1ccc(S(=O)(=O)N2CCC(c3nc4ccc(Cl)cc4[nH]3)CC2)cc1 is listed as -3	24	-0.1	0.4
# O=C(CN1CCC(c2nc(-c3ccncc3)n[nH]2)CC1)Nc1ccc2c(c1)OCCO2 is listed as -8	10	-0.2	-0.5
# C#CCOc1ccc2c(c1)c(C(=O)OCC)c(C)n2-c1ccc(OCC)cc1 is listed as -9	-6	0.1	-0.9
# CC(C)CCNS(=O)(=O)c1ccc2c(c1)CCN2C(=O)C1CCC1 is listed as 1	2	0.0	0.1

# (further entries)
# Every second line gives: MITF primary	TEAD-YAP block	FBW7 activator	GPR151 activ
CCOC(=O)c1cc(NC(=O)c2ccccc2)c(=O)n2c1oc1ccccc12
  15	6	0.7	-0.7
CCCCCC(=O)Nc1c(Br)cc(Br)cc1Br
  4	12	-0.2	1.9
COc1cc(C(C)=O)ccc1OCCCCN1C(=O)NC(C)(C)C1=O
  8	5	-0.3	0.8
CC(=O)N1CCC(c2nc(N3CCCC3)ncc2-c2cc(C)no2)CC1
  -20	-3	-0.1	-0.8
COc1ccccc1N1CCN(C(=O)c2ccc(Cn3c(=S)[nH]c4cc5c(cc4c3=O)OCO5)cc2)CC1
  22	-7	0.0	-1.6
CC(C)=CCCc1cc(C(=O)O)c2ccccc2n1
  16	6	1.1	1.2
CCCCCSc1ncnc2c1c(-c1ccccc1)cn2-c1ccc(OCC)cc1
  -6	-2	0.0	1.1
CCc1ccccc1NC(=O)CSc1nc2ccccc2c(=O)n1CC1COc2ccccc2O1 (stereo not given)
  -2	-16	0.5	0.3
COc1ccc(CCN2C(=S)SC(C)(C)C2N(O)C(=O)NC2CCCCC2)cc1OC (stereo not given)
  10	12	-0.2	1.0
O=[N+]([O-])c1ccc(Cc2nc3ccccc3[nH]2)cc1
  6	-48	0.0	-1.7
